Source: PubChem BioAssay
influenza NS1A: H1N1 influenza NS1A inhibitors, functional cell based assay (AID 504329). one-dose inhibition, % at 12.5 µM; IC50 in µM for titrated hits. NS1A functional cell-based assay, percent inhibition; higher % means a stronger effect. 0.3% of 340,000 active; in the data active = a potency from the dose series; inconclusive = inhibition above about 27% without an active follow-up result; note: strong numbers were not always called active
M. tuberculosis: growth inhibition of non-replicating M. tuberculosis (AID 488890). 0.39% of 320,000 active. inhibition, % at 25 µM, or IC50 in µM where a hit was titrated. Mycobacterium tuberculosis non-replicating, growth inhibition; higher % means a stronger effect; in the data active = a potency from the dose series; inconclusive = inhibition mostly from about 82% at the one dose, without a potency; inactive = the rest, 99 in 100 with inhibition below about 76%;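 note: plate controls were DMSO cells for no effect and high antibiotic wells for full effect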
H37Rv inhibition: M. tuberculosis growth inhibition, HTS (AID 449762) | M. tuberculosis H37Rv growth inhibition, 7H9 media; higher % means a stronger effect | inhibition, % at 25 µM, or IC50 in µM where a hit was titrated | 0.59% of 330,000 active; in the data active = a potency from the dose series; inconclusive = inhibition above about 70% without an active follow-up result;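 note: bacterial growth assessed after seven days of incubation; strong numbers were not always called active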
Salmonella PhoP GFP: PhoP regulon inhibitors, Salmonella typhi PhoP promoter GFP reporter, confirmatory (AID 1850) | inhibition, % at 50 µM, or IC50 in µM where a hit was titrated | Salmonella Typhi PhoP-promoter GFP reporter, fluorescence, 4 h; higher % means a stronger effect | 0.33% of 310,000 active; in the data active = a potency from the dose series; inconclusive = inhibition mostly from about 25% at the one dose, without a potency; inactive = the rest, 99 in 100 with inhibition below about 19%;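 note: 0% = induced wells with vehicle and 100% = uninduced wells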
inhibitors of VEEV: inhibitors of VEEV TC-83 cytopathic effect, confirmation, Vero cells (AID 588727); inhibition, % at 20 µM, or IC50 in µM where a hit was titrated; 0.13% of 350,000 active; Vero cells, VEEV TC-83 cytopathic effect inhibition; higher % means a stronger effect; in the data active = a potency from the dose series; inconclusive = inhibition mostly from about 14% at the one dose, without a potency; inactive = the rest, 99 in 100 with inhibition below about 12%; note: strong numbers were not always called active
inhibitors of VEEV 10K pilot screen: recorded beside inhibitors of VEEV, whose call it bears; inhibition, %; measured here: 10K pilot screen inhibition
Starred values were filed as active, the others as inactive; i = inactive; ? = inconclusive; . = not tested or not shown; & = joins results of further samples.

SMILES | influenza NS1A | M. tuberculosis | H37Rv inhibition | Salmonella PhoP GFP | inhibitors of VEEV | others
O=C(COC(=O)/C=C/c1ccc(F)cc1)Nc1cc(C(F)(F)F)ccc1N1CCOCC1 | -6% | -7% | -1% | -5% | 0.1%
Brc1cc2c(cc1COc1ccc(-c3nn[nH]n3)cc1)OCO2 | -9% | 20% | 0% | 5% | 0.6%
Cc1ccc(NC(=O)COC(=O)Cn2nc(-c3ccc(F)cc3)oc2=O)cc1C | -26% | 1% | -4% | . | i
COCCCNC(=S)N(Cc1ccccc1)Cc1nc2ccccc2c(=O)[nH]1 | -5% | 14% | -1% | -3% | i
Cc1nc(SCC(=O)NCc2ccc3c(c2)OCO3)nc(C)c1C | -9% | 2% | 2% | . | 7.9%
COc1ccc2[nH]c(=O)c(CN(C(=O)C3CCCO3)c3ccc(C)c(C)c3)cc2c1 (configuration not stated) | -10% | -4% | -1% | -11% | 3.0%
CCOC(=O)c1c(NC(=O)Cn2nc(C(F)(F)F)cc2C)sc2c1CCC2 | 1% | 1% | -15% | 1% | i
NS(=O)(=O)c1ccc(CCNC(=O)C2CCCN2S(=O)(=O)c2cccc3nsnc23)cc1 (configuration not stated) | 0% | -1% | -2% | -4% | 1.6%
CC(CCc1ccccc1)NC(=O)COC(=O)C1CCC(C(C)(C)C)CC1 (configuration not stated) | -7% | 69% | 7% | -3% | i
Clc1ccccc1Nc1nc(-c2ccncc2)nc2ccccc12 | -26% | 8% | 67% | -4% | 0.6%
Cc1cc(N/N=C/c2ccc(F)cc2)nc(NCc2ccccc2)n1 | . | . | ? | 55µM* | 3.9%
O=C1C=C(N2CCCCC2)C2(CCCCC2)O1 | 8% | 7% | -6% | -5% | 0.5%
COc1ccc(OC)c(NS(=O)(=O)c2ccc(N3CCCC3=O)cc2)c1 | 0% | 6% | -8% | 15% | 9.4%
COc1cccc(NC(=O)CN(C)C(=O)CCCNC(=O)c2ccc(Cl)cc2)c1 | -1% | 9% | 4% | . | 0.6%
Cc1cc(C(=O)Cn2nc(C(=O)O)c3ccccc3c2=O)c(C)n1CCc1ccc(Cl)cc1 | 9% | 51% | 37% | 1% | 1.6%
Nc1ccccc1N1CCN(C(=O)c2ccccc2)CC1 | -19% | -6% | -13% | 13% | 1.1%
Cc1cccc(NC(=O)CCCSc2nc3ccccc3[nH]2)c1 | 9% | ? | 1% | -4% | 0.5%
COc1ccc([C@H]2CC(=O)C=C(/C=C/c3ccccc3)C2)cc1OC | 8% | 1% | 16% | . | 1.5%
Cc1ccc2c(C)c(C(=O)NCc3ccc(S(N)(=O)=O)cc3)oc2c1C | -4% | -17% | -4% | 3% | i
O=C(COC(=O)C1COc2ccccc2O1)Nc1ccc2c(c1)CCC2 (configuration not stated) | -22% | 12% | 2% | -5% | 2.0%
Cc1cc(C)cc(NC(=O)Cn2cnc3c(nnn3Cc3ccc(F)cc3)c2=O)c1 | -3% | 14% | -3% | -2% | i
COc1ccc(NC2=NCC(C)S2)cc1 (configuration not stated) | 6% | 8% | 9% | -2% | i
C=CCN=c1scc(-c2ccc3c(c2)NC(=O)CO3)n1/N=C(\C)c1ccccn1 | 27% | . | . | . | 12%
COc1cccc(C(=O)Nc2cccnc2)c1OC | -7% | -4% | 9% | -1% | 1.1%
CCOC(=O)C1=C(COC(=O)CCOc2cc(C)ccc2C)NC(=O)NC1C (configuration not stated) | -12% | 56% | -9% | . | i
Next section:
SMILES | influenza NS1A | M. tuberculosis | H37Rv inhibition | Salmonella PhoP GFP | inhibitors of VEEV | others
COc1ccc(S(=O)(=O)N(C)CC(=O)NCc2ccco2)cc1Cl | 1% | -3% | 2% | -10% | 3.8%
COc1ccc(Br)cc1CN(C)CC(=O)NCCc1ccccc1 | -5% | 6% | 6% | 13% | i
O=C(O)CSc1nc2ccc(C(=O)c3ccccc3)cc2[nH]1 | -6% | 42% | 5% | 3% | 0.2%
CC(CN1CCCCC1)OC(=O)C(C)(c1ccccc1)c1ccccc1 (configuration not stated) | 11% | -1% | 6% | -7% | i
CC(=O)c1c(Nc2cccc(F)c2)oc(C)cc1=O | 17% | -5% | 3% | -4% | 0.7%
COc1cccc(NC(=O)CN(C)C(=O)Cc2ccc3c(c2)OCCO3)c1 | -12% | . | . | . | 5.2%
COc1ccc(CCC(C)N2CCOCC2)cc1 (configuration not stated) | -6% | -2% | -7% | -4% | 0.1%
CN(C(=O)CSc1nncn1C)C1CCCN(Cc2ccccc2F)C1 (configuration not stated) | -7% | -17% | -12% | 0% | 4.1%
Cc1ccc(-c2c(C)n([O-])c3c([n+]2=O)CCCC3)cc1 | 11% | -6% | 0% | 1% | 2.0%
Cc1ccc(-c2sc(C)nc2CC(=O)O)cc1 | -4% | -1% | -7% | -5% | 0.6%
CSC(=CC(=O)c1ccccc1)SC | 27% | 69% | 4% | -3% | i
c1ccc(SCc2nc(-c3ccccn3)no2)cc1 | 5% | 24% | 4% | -15% | i | inhibitors of VEEV 10K pilot screen=0.8
CN1CCN(c2ccc(Cl)cc2NC(=O)c2ccc(=O)n(C)n2)CC1 | -2% | 16% | 0% | 1% | 3.1%
CCOC(=O)C1=C(C)N(C)C(=S)NC1c1cc(OC)ccc1OC (configuration not stated) | 8% | -1% | -12% | 9% | 0.6%
O=C(O)CC1COc2ccccc2N1S(=O)(=O)c1ccc(Br)cc1 (configuration not stated) | -10% | 8% | 6% | 0% | 0.9%
COC(=O)c1ccc(COC(=O)c2c(C)nn(Cc3ccccc3Cl)c2Cl)o1 | 1% | 17% | 2% | -11% | i | inhibitors of VEEV 10K pilot screen=0.0
CCn1c(=O)n(CC)c2cc(N3CCCC3)c(NC(=O)c3ccc(F)cc3)cc21 | 6% | 2% | 39% | -24% | ?
COc1ccc(OCCC(=O)NCC23CC4CC(CC(C4)C2)C3)cc1 | -6% | 0% | 15% | -7% | 1.1%
Cc1cc2nc(CSc3ccccc3)cc(=O)n2[nH]1 | . | 8% | -1% | 5% | 0.2%
Cc1ccc(-c2cn3c(=O)cc(C)[nH]c3n2)cc1 | 4% | -10% | 0% | -1% | 4.3%
CC1=CC2=NC(=O)/C(=C\c3cc(C)n(-c4ccccc4F)c3C)C(=N)N2O1 | 25% | -19% | -2% | -4% | 1.2%
COc1nnc(-c2ccc(N3CCCCC3)c(NC(=O)C3CCCCC3)c2)c2ccccc12 | -1% | 7% | 4% | 4% | 3.0%
Cc1ccccc1CSc1nc(C(C)(C)C)cc(=O)[nH]1 | . | 15% | 5% | -3% | 2.1%
COc1cc2cc(C(=O)N/N=C/c3ccccc3Cl)[nH]c2cc1OC | -14% | -16% | 3% | 0% | 7.1%
CC12CCC(C/C1=N\N=C1\NC(=O)/C(=C\c3ccc(Cl)cc3)S1)C2(C)C (configuration not stated) | 6% | ? | ? | -7% | i

A draw from above in order of count of non-hydrogen atoms, smallest number first.
SMILES | influenza NS1A | M. tuberculosis | H37Rv inhibition | Salmonella PhoP GFP | inhibitors of VEEV | others
COc1ccc(CCC(C)N2CCOCC2)cc1 (configuration not stated) | -6% | -2% | -7% | -4% | 0.1%
c1ccc(SCc2nc(-c3ccccn3)no2)cc1 | 5% | 24% | 4% | -15% | i | inhibitors of VEEV 10K pilot screen=0.8
COc1ccc(Br)cc1CN(C)CC(=O)NCCc1ccccc1 | -5% | 6% | 6% | 13% | i

Back to the main list, starting 2 compounds before the break.
SMILES | influenza NS1A | M. tuberculosis | H37Rv inhibition | Salmonella PhoP GFP | inhibitors of VEEV | others
COc1cc2cc(C(=O)N/N=C/c3ccccc3Cl)[nH]c2cc1OC | -14% | -16% | 3% | 0% | 7.1%
CC12CCC(C/C1=N\N=C1\NC(=O)/C(=C\c3ccc(Cl)cc3)S1)C2(C)C (configuration not stated) | 6% | ? | ? | -7% | i
O=C(NCc1ccccn1)C1CCCN(S(=O)(=O)c2cccc3nsnc23)C1 (configuration not stated) | 1% | -10% | -3% | -1% | 1.4%
C/C(Cn1nc([N+](=O)[O-])cc1C)=N\NC(=O)COc1ccccc1[N+](=O)[O-] | 0% | 3% | 4% | -9% | 0.5%
NS(=O)(=O)c1ccc(S(=O)(=O)N2CCCC2)cc1 | 9% | -4% | -2% | 3% | 3.0%
CC1=C(C(=O)OC(C)(C)C)C(c2ccco2)C(C#N)=C(N)O1 (configuration not stated) | 4% | -8% | 2% | 5% | 1.0%
O=C(NCc1nc2ccccc2[nH]1)C1=C[C@H](c2ccc(Br)cc2)C[C@H](OCc2ccc(CO)cc2)O1 | -3% | 56% | 5% | 12% | 2.9% | inhibitors of VEEV 10K pilot screen=1.8
O=C(NCC1CCCO1)c1c(O)c2cccc3c2n(c1=O)CCC3 (configuration not stated) | -5% | 2% | -8% | 4% | 8.1%
Cc1ccc(C)c(Oc2cc(NN3CCCCC3)c([N+](=O)[O-])cc2[N+](=O)[O-])c1 | 5% | 10% | 3% | 6% | 0.4%
COc1cnc(-c2ccccc2)nc1OC | -5% | -9% | 8% | 2% | 1.4%
CCOc1ccccc1NC(=O)NC(=O)N(C)S(C)(=O)=O | -5% | 2% | 6% | 11% | 1.7%
CCCNc1ccc(S(=O)(=O)N(C(C)C)C(C)C)cn1 | -4% | -6% | -6% | 8% | 1.0%
CC1C(=O)N2CCCc3cc(NC(=O)C(=O)NCCc4ccc(F)cc4)cc1c32 (configuration not stated) | -5% | 4% | 39% | 3% | 11%
N=c1c(C(=O)NCc2ccc(F)cc2)cc2c(=O)n3ccccc3nc2n1CCCN1CCOCC1 | 8% | ? | 1% | 8% | 9.6%
CCCn1c(SCC#N)nc2c(c1=O)C1(CCCC1)Cc1ccccc1-2 | 1% | . | 3% | -22% | 3.9%
Cc1ccc(NC(=O)c2ccc3nc[nH]c3c2)nc1 | 19% | 2% | -6% | 15% | 7.4%
CCc1nnc(NC(=O)C2CCCN(C(=O)c3ccc(Cl)cc3)C2)s1 (configuration not stated) | -1% | 7% | -2% | . | i
CCOC(=O)N1CCC(=NNc2nc3ccccc3s2)CC1 | -6% | 21% | ? | 6% | 2.3%
COc1ccc(/C=N/NC(=O)c2cccc([N+](=O)[O-])c2)cc1OC | 3% | 3% | 8% | -1% | 1.1%
CSC1=N/C(=C\c2ccc(C)o2)C(=O)S1 | 19% | 79% | 6% | 4% | 0.1%
O=C(CSc1ncccc1C(=O)O)c1cccc(C(F)(F)F)c1 | 0% | 2% | 7% | 4% | 0.4%
O=C(Nc1ccccc1N1CCCC1)C1CC(=O)N(Cc2ccccc2)C1 (configuration not stated) | -2% | 3% | 4% | 4% | 5.9%
COc1ccc(CNC(=O)C(c2cccc(C)c2)N(C(=O)c2csnn2)C2CC2)cc1 (configuration not stated) | -2% | -2% | 4% | 4% | 5.1%
Cc1csc(=O)n1CC(=O)OCC(=O)NNC(=O)c1ccc(Cl)cc1 | -7% | -4% | 3% | . | 3.5%
CN1CCN(C2=Nc3cc(Cl)ccc3Nc3ccccc32)CC1 | 0% | 25% | 6% | -3%&19% | i
CC(C)CCNC(=O)C(c1ccc(O)cc1)N(Cc1ccco1)C(=O)CCC(=O)Nc1nccs1 (configuration not stated) | 1% | 26% | -1% | 4% | 2.4%
Cc1noc(C)c1C(=O)OCC(=O)Nc1ncc(Cl)c(C)c1Cl | 3% | -6% | 6% | . | 0.4%

Retrieved one by one from above, 2 records:
SMILES | influenza NS1A | M. tuberculosis | H37Rv inhibition | Salmonella PhoP GFP | inhibitors of VEEV | others
Cc1ccc(NC(=O)c2ccc3nc[nH]c3c2)nc1 | 19% | 2% | -6% | 15% | 7.4%
O=C(NCC1CCCO1)c1c(O)c2cccc3c2n(c1=O)CCC3 (configuration not stated) | -5% | 2% | -8% | 4% | 8.1%

Next compounds follow.
SMILES | influenza NS1A | M. tuberculosis | H37Rv inhibition | Salmonella PhoP GFP | inhibitors of VEEV | others
Cc1ccc(N2CC(c3nc4ccccc4[nH]3)CC2=O)c(C)c1 (configuration not stated) | -2% | -10% | -1% | -3% | 1.5%
Cc1ccc(C(=O)c2c3ccc(C(F)(F)F)cc3[n+]([O-])n2CCC(N)=O)cc1 | 6% | 21% | 0% | -4% | 8.3%
Cc1nn(C)cc1C(=O)Nc1ccccc1Br | -2% | -2% | 6% | -2% | 1.3%
COc1ccc(CC(NC(C)=O)C(=O)NC2CCN(S(=O)(=O)c3cccc4ccccc34)CC2)cc1OC (configuration not stated) | -9% | 22% | 0% | -2% | 0.7%
Cc1ccc(NC(=O)c2cccc(S(=O)(=O)N3CCc4ccccc4C3)c2)nc1 | 5% | 8% | 37% | -4% | 7.8%
COc1ccc(Cl)cc1NC(=O)[C@@]1(CC(=O)O)CC(/C=C/c2ccccc2)=NO1 | -5% | 8% | 2% | 5% | 0.1%
Oc1ccccc1-c1n[nH]c(=S)n1Cc1ccco1 | 1% | -8% | -4% | -8% | 1.2%
Cn1ccc2ccc(C3=CC(=O)C[C@H](c4ccc(F)cc4)C3)cc21 | -19% | 16% | 3% | . | i
